Screens as filed in PubChem.
RT RNaseH block: blocks HIV-1 RNase H cleavage of RNA/DNA duplex. inhibition, % at 10 µM. 65,000 compounds, 1.9% hits. RT-RNase H RNA/DNA duplex cleavage, fluorescence. P04585. AID 565; in the data active means inhibition above about 50%
RmlC RmlD mix: inhibitors of RmlC and RmlD coupled enzymes; AID 1532; inhibition, % at 5.5 µM; 110,000 compounds, 0.39% hits; RmlC/RmlD coupled enzyme inhibition, 384-well mixture HTS; in the data active means inhibition above about 30%, passing the limit was not always enough; inconclusive means no clear call, values can overlap the other calls; further: strong numbers were not always called active
* marks the source's active call; other numbers are inactive results; ? = inconclusive; / = not tested or not shown; & = joins results of further samples. These rows are one share of the data, so the mix of outcomes need not match the whole.

SMILES | RT RNaseH block | RmlC RmlD mix
CCCCOc1ccccc1Cn1c(=O)oc2ccc(C)cc21 | -77 | 5
Cc1ccc(C2CC(c3ccccc3)=NN2C(=S)Nc2ccccc2)o1 (stereo unspecified) | / | -5
COc1ccc(Cc2noc(COc3ccc(Cl)cc3)n2)cc1 | / | 4
Cc1cc2ccccc2c(=O)n1CC(=O)NCc1ccco1 | / | -8
COC(=O)c1cc(=O)n(Cc2ccco2)c(=Nc2ccc(F)cc2)s1 | / | 6
COc1ccccc1S(=O)(=O)Cc1ccc(C(=O)NC2CCCCC2)o1 | 1 | /
COCCn1nnnc1C(c1ccccn1)N1CCN(c2cc(Cl)ccc2C)CC1 (stereo unspecified) | / | 6
COc1ccc(C2=NN(CN3C(=O)C(=O)c4ccccc43)C(c3ccc(Br)cc3)C2)cc1 (stereo unspecified) | / | -12
Cc1ccc(S(=O)(=O)NC2(C(F)(F)F)C(=O)Nc3c2c(=O)n(C)c(=O)n3C)cc1 (stereo unspecified) | -18 | 7
CCCn1nnc(NC(=S)NC(=O)CC)n1 | / | 3
Cn1c(C(=O)N2CCCc3ccccc32)cc2c(=O)n3ccccc3nc21 | -20 | /
O=C(NCC1COc2ccccc2O1)C1CCCN(S(=O)(=O)c2cccc3cccnc23)C1 (stereo unspecified) | -41 | -12
CCN1C(=O)N[C@@H](c2cccc(C(F)(F)F)c2)C(C(=O)OC)=C1C | / | 2
O=S(=O)(N/N=C\C=C\c1ccccc1)c1ccc(Cl)cc1 | / | 17
C[C@@H](N)Cc1cnc[nH]1 | / | 12
CCCOc1ccc(C(=O)CCNc2ccc(C)c(Cl)c2)cc1 | / | -8
O=C(CCN1CCN(c2ccccc2F)CC1)c1ccc(Br)cc1 | 9 | -2
CC(=O)Nc1ccc(S(=O)(=O)NC2(C(F)(F)F)C(=O)Nc3c2c(=O)n(C)c(=O)n3C)cc1 (stereo unspecified) | / | -26
Cc1cc(C)c(C#N)c(OCC(=O)c2ccc(Br)cc2)n1 | / | -8
CCC(C)c1ccc(NC(=O)CC(C)=O)cc1 (stereo unspecified) | -17 | 6
COn1c(SCc2ccc(C)cc2C)nc2ccccc2c1=O | / | -10
O=C(CCc1nc(-c2ccccc2F)no1)N1CCC2(CC1)OCCO2 | -6 | 37
OCCn1c(C(F)(F)F)nc2ccccc21 | / | -15
Cc1ccc(S(=O)(=O)Cc2ccc(C(=O)OCc3ccccc3)cc2)cc1 | / | 5
COC(=O)c1ccc2c(c1)N(Cc1nc(-c3ccc(Cl)cc3)oc1C)C(=O)C1CCCN21 (stereo unspecified) | 78* | /
COc1ccccc1NC(=O)Cn1nc(C(F)(F)F)c2c1CCCC2 | -2 | -9
Cc1nn(C2CCOC(C)(C)C2)c2c1C(c1ccc3c(c1)OCO3)SCC(=O)N2 (stereo unspecified) | 4 | ?
O=C(O)CCC/C=C\C[C@@H]1[C@@H](/C=C/[C@@H](O)COc2cccc(Cl)c2)[C@H](O)C[C@@H]1O | / | 2
CC(C)C(NC(=O)C1CCCCC1)C(=O)N1CCN(c2ccc(F)cc2)CC1 (stereo unspecified) | 0 | 4
CCN1CCN(C(=O)c2ccccc2N(Cc2ccccc2)S(C)(=O)=O)CC1 | -16 | -14
COc1ccccc1NC(=O)c1ccccc1NS(C)(=O)=O | -3 | 9
O=C1c2ccccc2C(Nc2ccc(Cl)cn2)N1c1cccnc1 (stereo unspecified) | -6 | 5
O=C(O)c1ccccc1C(=O)N1CC=C(c2ccccc2)CC1 | 1 | 7
Cc1nc(-c2cccc(NS(C)(=O)=O)c2)cs1 | / | 9
CCCc1cc(=O)oc2cc3occ(C)c3cc12 | -78 | -18
CCCC(C)NC(=O)c1ccc(F)cc1 (stereo unspecified) | 4 | -15
CCOc1ccc(NC(=O)C2CC(=O)N=C(N)S2)cc1 (stereo unspecified) | / | -13
CCOC(=O)C1=C(C)OC(N)=C(C#N)C1c1ccsc1 (stereo unspecified) | -94 | -5
Cc1cccc(-c2nnc(NC(=O)c3ccc(N4C(=O)CCC4=O)cc3)s2)c1 | / | -13
CCC(C)(C(=O)NC1CCCCC1)N(C(=O)c1ccccn1)c1ccccc1 (stereo unspecified) | / | -7
S=c1[nH]nc(-c2ccccc2)o1 | / | 7
CCC(C)(C)n1nnnc1C(c1ccc(C)cc1)N1CCN(Cc2cccnc2)CC1 (stereo unspecified) | -12 | -5
CC(=O)Nc1ccc(S(=O)(=O)Nc2nnc(C(C)C)s2)cc1 | / | -15
O=C(O)CCc1nc2ccccc2n(CCc2ccccc2)c1=O | -24 | -3
Cc1cc(C)n(CCc2nc3c4ccccc4nc(SCc4ccc(C#N)cc4)n3n2)n1 | 15 | /
Cc1cccc(-c2nc3c(c(SCC(=O)N(C)C)n2)CCCC3)c1 | / | 12
Cc1ccc(C2(C)NC(=O)N(CC(=O)Nc3ccc4c(c3)OCO4)C2=O)cc1 (stereo unspecified) | 5 | 2
CC1=C(C(=O)Nc2ccccc2)C(c2ccco2)NC(=S)N1 (stereo unspecified) | / | 5
Cc1ccc(-n2c(SCC(=O)OC(C)C)nnc2-c2ccncc2)cc1 | -1 | -7
CCOc1ccc(NC(=O)c2nccnc2CO)cc1 | -5 | 11
CCc1ccccc1N(CC(=O)NCc1ccco1)C(=O)c1snc(C(N)=O)c1N | -3 | 32
O=C(C1CCCN(S(=O)(=O)c2ccc(F)cc2)C1)N1CCCC1 (stereo unspecified) | -4 | -10
O=C(Nc1cnn(Cc2ccc(Cl)cc2)c1)C1CCCC1 | -7 | -15
Cc1cc(-c2cc(C(=O)Nc3ccccc3)on2)nc(NCC2CC2)n1 | / | 5
CC1=CC(C)=Nc2ccc(C)cc2N1 | -5 | 11&2
N/C(COc1ccc(Cl)cc1Cl)=N\NS(=O)(=O)c1ccccc1 | / | 4
CCN1C(=O)/C(=C/N2CCc3ccccc32)SC1=S | -3 | 6
Cc1cc(Cl)cc(C)c1OCCCCn1ccnc1 | -61 | 4
CC1(C)CC(=O)c2cnc(NC(=O)CSc3nc4ccccc4o3)nc2C1 | 26 | -12
CCCCn1c(SCN2C(=O)c3ccccc3C2=O)nc2cc(S(N)(=O)=O)ccc21 | -21 | /

Later entries.
SMILES | RT RNaseH block | RmlC RmlD mix
O=C(O)C1CC(c2cccc(Br)c2)=NO1 (stereo unspecified) | -5 | -8
O=C(c1cc(-c2cccc(O)c2)on1)N1CCN(C(c2ccccc2)c2ccccc2)CC1 | 21 | -9
O=C(Cn1nc(-c2ccccc2)ccc1=O)Nc1ccc(N2CCN(C(=O)c3ccccc3)CC2)cc1 | 6 | 9
Cc1cccc(OCc2nnc(SCc3nc4ccccc4c(=O)[nH]3)o2)c1 | -14 | -11
O=C(c1ccco1)N1CCN(C(=O)C(c2ccccc2)c2ccccc2)CC1 | / | -14
COc1cccc(-c2cc(C(F)(F)F)n3nc(N)nc3n2)c1 | -8 | 14
Cc1ccccc1-c1nnn(CC(=O)c2ccc(S(=O)(=O)N3CCCC3)cc2)n1 | -10 | -14
CCN(CC)S(=O)(=O)c1ccc(NC(=O)C2COc3ccccc3O2)cc1 (stereo unspecified) | 7 | 1
O=c1c(-c2nnc(SCc3ccc(Cl)cc3Cl)o2)cccn1Cc1ccccc1 | / | -207
O=C(Cn1nnc(-c2ccc(S(=O)(=O)N3CCCC3)cc2)n1)NCC1CCCO1 (stereo unspecified) | -5 | -9
CC1CCCN(C(=O)N2c3ccccc3Sc3ccccc32)C1 (stereo unspecified) | / | 10
CCC(=O)Nc1ccc(C(=O)Nc2ccc3c(c2)C(=O)N(CC2CCCO2)C3=O)cc1 (stereo unspecified) | 6 | -15
COc1ccccc1S(=O)Cc1ccc(C(=O)NC2CCCC2)o1 (stereo unspecified) | 0 | 7
Cc1ccc(C)c(NC(=O)CCC(=O)NNC(=O)c2cccc([N+](=O)[O-])c2)c1 | / | -5
c1ccc2nc(-c3nc4ccccc4o3)ccc2c1 | -28 | -8
CC(C)c1ccc(C2CC(=O)c3cnc(N4CCc5ccccc5C4)nc3C2)cc1 (stereo unspecified) | / | -13
CC1(OC(=O)CCc2ccccc2)C(=O)C=C2C=C3CCCN3C=C2C1=O (stereo unspecified) | / | -2
CCC1(NC(C)=O)CC2CC1CC2NC(C)=O (stereo unspecified) | 2 | -3
COc1ccccc1CCNC(=O)CSc1nc(-c2ccco2)cc(C(F)(F)F)n1 | -6 | 6
Cc1nnc(N(C)C(=O)Cc2ccc3c(c2)OCO3)s1 | -1 | 4

Copied from the list:
`CCN(CC)S(=O)(=O)c1ccc(NC(=O)C2COc3ccccc3O2)cc1` (stereo unspecified) @ RmlC RmlD mix = 1
`O=C(c1ccco1)N1CCN(C(=O)C(c2ccccc2)c2ccccc2)CC1` @ RmlC RmlD mix = -14

Further compounds follow:
SMILES | RT RNaseH block | RmlC RmlD mix
Cc1ccc(C2C=C(c3ccccc3)Nc3ncnn32)cc1 (stereo unspecified) | / | 10
Cn1c(=O)c2c(nc(CN3CCN(C(=O)c4ccco4)CC3)n2Cc2ccc(Cl)cc2)n(C)c1=O | 0 | /
CN(C)c1nc(N)nc(CSc2ncc(Cl)cc2Cl)n1 | -39 | 3
COCCNC(=O)C(c1cccs1)N(C(=O)Cn1nnc2ccccc21)c1ccccc1 (stereo unspecified) | -1 | 7
COC(=O)C1(C)NC(=O)c2ccccc2N1 (stereo unspecified) | -4 | 17
COc1cc(OC)cc(-c2nnc(SCC(=O)NCc3cccs3)o2)c1 | / | -16
COC(=O)C1=C(C(C)=O)C(c2ccc(C)cc2)n2nnnc2N1 (stereo unspecified) | -10 | 5
Cc1nn(Cc2ccc(Br)cc2)c(C)c1NC(=O)c1nn(C)cc1Cl | -14 | -112
O=C(COC(=O)c1ccc[nH]c1=O)NC1CCCC1 | 2 | -3
c1ccc(-n2nnc3c(N4CCOCC4)ncnc32)cc1 | 67* | 8
CCc1ccc(OCC(=O)NC(=S)Nc2ccc(F)cc2)c(Br)c1 | / | 4
c1ccc(C2CC3CC4(CCCC4)N2O3)cc1 (stereo unspecified) | 10 | 10
CN(C(=O)COc1cc(=O)n(C)c2ccccc12)c1cccc(Cl)c1 | -26 | -10
Cn1c(=O)[nH]c(=O)c2c1nc(N1CCOCC1)n2CCN1CCOCC1 | -5 | 7
Nc1c(-c2ccccc2)cnc2ncnn12 | / | -10
COc1ccc(N=Cc2ccc(CNS(=O)(=O)c3ccc(Cl)cc3)o2)cc1 | / | -6
O=C(CN1CCCCCC1)Nc1ccc(F)c(F)c1 | / | 5
C=CCNc1nc(N2CCOCC2)c(C#N)c2c1CN(C)CC2 | 4 | 12
CCC(C)c1ccc2oc(-c3ccc(NC(=O)c4ncn[nH]4)cc3)nc2c1 (stereo unspecified) | 64* | -111
CCN1C(=O)c2cccc3c(NC(=O)c4ccc(S(=O)(=O)N5CCOCC5)cc4)ccc1c23 | -7 | -16

Some of these compounds in order of count of non-hydrogen atoms, ascending:
SMILES | RT RNaseH block | RmlC RmlD mix
Nc1c(-c2ccccc2)cnc2ncnn12 | / | -10
c1ccc(C2CC3CC4(CCCC4)N2O3)cc1 (stereo unspecified) | 10 | 10
O=C(COC(=O)c1ccc[nH]c1=O)NC1CCCC1 | 2 | -3
CN(C)c1nc(N)nc(CSc2ncc(Cl)cc2Cl)n1 | -39 | 3
c1ccc(-n2nnc3c(N4CCOCC4)ncnc32)cc1 | 67* | 8
Cc1ccc(C2C=C(c3ccccc3)Nc3ncnn32)cc1 (stereo unspecified) | / | 10
COC(=O)C1=C(C(C)=O)C(c2ccc(C)cc2)n2nnnc2N1 (stereo unspecified) | -10 | 5
CCc1ccc(OCC(=O)NC(=S)Nc2ccc(F)cc2)c(Br)c1 | / | 4
Cc1nn(Cc2ccc(Br)cc2)c(C)c1NC(=O)c1nn(C)cc1Cl | -14 | -112
COc1cc(OC)cc(-c2nnc(SCC(=O)NCc3cccs3)o2)c1 | / | -16
CCC(C)c1ccc2oc(-c3ccc(NC(=O)c4ncn[nH]4)cc3)nc2c1 (stereo unspecified) | 64* | -111
COCCNC(=O)C(c1cccs1)N(C(=O)Cn1nnc2ccccc21)c1ccccc1 (stereo unspecified) | -1 | 7
CCN1C(=O)c2cccc3c(NC(=O)c4ccc(S(=O)(=O)N5CCOCC5)cc4)ccc1c23 | -7 | -16
Cn1c(=O)c2c(nc(CN3CCN(C(=O)c4ccco4)CC3)n2Cc2ccc(Cl)cc2)n(C)c1=O | 0 | /

Next section.
SMILES | RT RNaseH block | RmlC RmlD mix
CCOc1cc(-c2nc3cc(C)ccn3c2NCC2CCCO2)ccc1O (stereo unspecified) | -9 | 3
COc1ccc(OC)c2c(C)cc(NCCN3CCOCC3)nc12 | -8 | 186
CCOC(=O)CN1C(=O)N[C@@H](c2ccc(Br)cc2)C(C(=O)OC)=C1C | / | -12
CCSc1nnc(NC(=O)c2ccccn2)s1 | 3 | -15
O=S(=O)(c1cccs1)N1CCN(CC(O)COc2cc(Cl)ccc2Cl)CC1 (stereo unspecified) | -13 | 8
O=C(NCC12CC3CC(CC(C3)C1)C2)c1cc2n(n1)C(C(F)(F)F)CC(c1ccco1)N2 (stereo unspecified) | 11 | /
CCOC(=O)N1CCN(C(=O)CSCC(=O)Nc2nc(-c3ccc(OC)cc3)cs2)CC1 | -7 | -10
CCOC(=O)c1c(C)[nH]c(C(=O)COC(=O)C(C)N2C(=O)C3CCCCC3C2=O)c1C (stereo unspecified) | / | -9
Cc1ccsc1C(=O)N/N=C/C=C/c1ccccc1[N+](=O)[O-] | / | -14
Cc1nc(N)nc(Nc2ccc(Cl)cc2)c1Br | / | -4
COC(=O)c1ccc(NC(=O)C2CCCO2)cc1 (stereo unspecified) | -30 | -9
O=C(NCC(c1cccnc1)N1CCN(c2ccccc2F)CC1)c1ccco1 (stereo unspecified) | / | -15
O=C1NC(c2ccccc2)=NC1(NS(=O)(=O)c1ccccc1)C(F)(F)F (stereo unspecified) | / | 6
CCOc1cc(C(=O)OCC(=O)NCc2ccco2)cc(OCC)c1OCC | -2 | 3
COc1ccc2[nH]cc(C(=O)CN(C)CCc3ccc(OC)c(OC)c3)c2c1 | 3 | -14
O=C(Nn1c(O)c(C=C2N=c3ccccc3=N2)sc1=S)c1ccccc1Cl | / | -15
CCOC(=O)Cn1cc(C(=O)c2ccco2)c2ccccc21 | 1 | -2
